# High-throughput results as filed in PubChem.
# Cycloheximide cs: counter-screen for Shiga toxin inhibitors: cycloheximide protein synthesis inhibition. AID 2314. cell reporter, cycloheximide protein synthesis inhibition counterscreen. max response, %. 12% of 300,000 active; in the data active = max response mostly above about 13%, no sharp cut-off; inactive = mostly below about 14%; also: read at 38.3 µM for the half of the compounds with a filed dose; 0% is about no effect
# Pf growth 96h: P. falciparum growth inhibition at 96 hours. P. falciparum luciferase reporter growth, 96 h. Potency, µM (highest dose often 28.7 µM), for the others: top-dose activity change, negative = inhibition, actives largely listed as inhibitors. 6.9% of 320,000 active. AID 504834; also: potency is read from the fitted curve at half-maximal effect; % is scaled to controls: 0 for no effect and ±100 for the full control effect
#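 P. falciparum expressing integrated firefly luciferase grown in erythrocytes (2% hematocrit, 0.05% parasitemia final) with compounds for 96 hours at 37 C, 5% CO2. Growth inhibition read as loss of luminescence after adding luciferase detection reagent.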
# HCV inh: blocks hepatitis C virus. Huh7.5.1 HCVcc-Cre infection, luciferase reporter, 44 h. 3.4% of 340,000 active. Potency, µM (series often up to 41.8 µM), for the others: top-dose activity change, negative = inhibition, most hits filed as inhibitors; also: potency is read from the fitted curve at half-maximal effect; % is scaled to controls: 0 for no effect and ±100 for the full control effect
#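 Luciferase read-out (15 sec integration) after a 15 min room-temperature substrate step quantifies HCVcc-Cre infection. Cells, 1,000 per well, had compound added 4 h post-plating, then virus at ~0.5 moi, and were cultured 44 h.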
# FBPA Giardia inh: inhibitors of Giardia lamblia fructose-1,6-bisphosphate aldolase; 0.71% of 290,000 active; purified Giardia FBPA; Potency, µM (top dose mostly 59.6 µM), for the others: at the top dose activity, negative = inhibition, actives largely listed as inhibitors; also: potency is read from the fitted curve at half-maximal effect; % is scaled to controls: 0 for no effect and ±100 for the full control effect; nearly all actives have a fitted effect of over 55% in size
# Target sequence (A8B2U2 whole entry, looked up): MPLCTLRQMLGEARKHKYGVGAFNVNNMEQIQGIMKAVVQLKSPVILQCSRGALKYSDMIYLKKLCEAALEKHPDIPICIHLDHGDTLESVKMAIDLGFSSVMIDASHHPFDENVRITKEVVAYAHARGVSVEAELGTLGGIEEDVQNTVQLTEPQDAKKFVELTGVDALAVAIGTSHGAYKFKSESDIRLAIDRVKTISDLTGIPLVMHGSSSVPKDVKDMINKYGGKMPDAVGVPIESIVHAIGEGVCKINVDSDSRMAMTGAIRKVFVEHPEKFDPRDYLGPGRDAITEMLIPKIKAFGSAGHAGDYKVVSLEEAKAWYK
#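 Giardia FBPA (40 nM reagent) was preincubated 10 min at RT with compound (up to 57.5 uM final), then substrate plus GAPDH/TPI/NAD/arsenate coupling system with diaphorase/resazurin was added; resorufin fluorescence (525/598 nm) was read after 20 min.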
# Pf growth 48h: inhibits P. falciparum growth in the first generation, 48 h | 5.9% of 310,000 active | AID 504832 | P. falciparum luciferase growth in erythrocytes, 48 h | Potency, µM (highest dose often 28.7 µM), for the others: at the top dose activity change, negative = inhibition, actives largely listed as inhibitors; also: potency is read from the fitted curve at half-maximal effect; % is scaled to controls: 0 for no effect and ±100 for the full control effect
#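 Luminescence readout; reporter = integrated firefly luciferase in P. falciparum. RBC culture at 2% hematocrit, 0.1% parasitemia final, 37 C/5% CO2; decreased signal taken as growth inhibition.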
# Shiga toxin inh: inhibitors of Shiga toxin in Vero cells. Vero cells, Shiga toxin protein synthesis inhibition reporter. inhibition, % at 38.7 µM. 9.2% of 290,000 active. AID 2315; in the data active = inhibition mostly above about 28%, no sharp cut-off; inactive = mostly below about 43%; also: 0% is about no effect
# * hit, by the source's call; ? = inconclusive; / = not tested or not shown; + = active, no number; ! = a repeat was not active; [ ] = remark or other dose. Unless noted, calls follow the shape of the dose curve; as a rule, active = well fitted curve in the direction sought with a large enough effect; inconclusive = small, poorly fitted or top-dose-only effect, or another doubt; inactive = no such curve, though single readings can be large; an effect the other way counts as inactive or inconclusive.
SMILES,Cycloheximide cs,Pf growth 96h,HCV inh,FBPA Giardia inh,Pf growth 48h,Shiga toxin inh
COc1cc(-c2nc3ccc(C)cn3c2NCc2ccccc2)ccc1SC1CCCCC1,/,4.7µM*,-24%,/,?,/
CC(C)(C)c1ccc(OCCn2nc(C(=O)O)c3ccccc3c2=O)cc1,2,-3%,?,-14%,-9%,-5
Cc1cnc(NC(=O)CSc2ncc(-c3ccccc3)n2Cc2ccco2)s1,-1,?,?,0%,?,-5
Cc1ccc(O)c(N=NC2=C(O)CC(C)(C)CC2=O)c1,56*,?,?,-29%,?,56*
FC(F)Oc1ccccc1C1CC(c2ccc(Br)s2)Nc2ncnn21 (configuration not stated),-5,/,3%,-16%,-19%,-8
CCCC(=O)N(Cc1cc(=O)[nH]c2ccccc12)c1ccccc1C,-5,?,-4%,4%,?,-2
O=C(COC(=O)c1cc(Br)ccc1O)Nc1cccnc1Cl,/,21%,-6%,/,8%,/
Cc1ccc(C)c(Sc2ccc(NC(=O)CCN3C(=O)NC4(CCCC4)C3=O)cc2)c1,/,-10%,?,/,-25%,/
O=S(=O)(Nc1cccc(-c2nc3cccnc3s2)c1)c1ccc2c(c1)CCCC2,8,5%,-11%,7%,18%,6
COCCNC(=O)/C=C/c1c(Cl)cccc1Cl,-1,?,-21%,-4%,30%,10
O=C(CN(C(=O)c1csnn1)c1ccccc1C(F)(F)F)NC1CCCCC1,0,1%,-6%,-5%,-4%,23
CC(C)(C)OC(=O)N1CCC(NC(=O)c2nc[nH]c2C(=O)NCc2ccccc2)CC1,/,?,-13%,/,?,/
Cc1ccc(C(=O)Nc2ncccc2O)o1,/,-34%,6%,/,?,/
O=C(CNS(=O)(=O)c1ccc(F)cc1)N1CCCCCC1,20,29%,5%,-4%,32%[activator],14
Cn1c(=O)oc2cc(S(=O)(=O)NCCN3CCN(c4ccccc4F)CC3)ccc21,-4,-10%,2%,0%,/,-6
Cc1ccc(C(=O)NCC(=O)OCC(=O)/C=C2\N(C)c3ccccc3C2(C)C)cc1C,-3,-2%,1%,-3%,14%,-3
COc1ccc(CNc2nc3nc(C)c(Cl)c(=O)n3[nH]2)cc1OC,-4,/,8%,-17%,6%,-8
CCOC(=O)c1c(NC(=O)CN2C(=O)NC3(CCC(C)CC3)C2=O)sc(C(=O)N(C)C)c1C (configuration not stated),/,?,2%,/,?,/
COc1ccccc1C(=O)CSc1n[nH]c(N)n1,27,38%[activator],20%,-5%[12.9 µM],32%[activator],10
O=C(O)c1ccc(OC(F)(F)C(F)C(F)(F)F)cc1 (configuration not stated),-3,36%[activator][5.75 µM],5%,-3%,?,23

# Profiles, quoted from the list:
# Results for `CCCC(=O)N(Cc1cc(=O)[nH]c2ccccc12)c1ccccc1C` → Cycloheximide cs = -5; Pf growth 96h = ?; HCV inh = -4%; FBPA Giardia inh = 4%; Pf growth 48h = ?; Shiga toxin inh = -2
# Results for `CC(C)(C)OC(=O)N1CCC(NC(=O)c2nc[nH]c2C(=O)NCc2ccccc2)CC1` → Cycloheximide cs = /; Pf growth 96h = ?; HCV inh = -13%; FBPA Giardia inh = /; Pf growth 48h = ?; Shiga toxin inh = /

# Continued.
SMILES,Cycloheximide cs,Pf growth 96h,HCV inh,FBPA Giardia inh,Pf growth 48h,Shiga toxin inh
O=S(=O)(NCc1cccnc1)c1cc(Cl)ccc1Cl,1,-19%,24%,1%,10%,-4
CCN(c1ccccc1)S(=O)(=O)c1cc(C(=O)Nc2ccc(Br)cc2)ccc1F,14*,?,2.8µM*!,-6%,?,65*
Cc1nn(CCc2nn[nH]n2)c2nc(C(F)(F)F)cc(C(F)(F)F)c12,-1,18%,-9%,9%,33%[activator],-5
C=CCOC(=O)C1=C(C)Nc2nc3ccccc3n2C1c1ccncc1 (configuration not stated),-6,?,-20%,-1%,?,-6
Cc1cc(Nc2cccc(C(F)(F)F)c2)n2nc(C)nc2n1,-2,0%,1%,5%,?,-11
O=C(Nc1ccc(Br)cc1)c1cc(S(=O)(=O)Nc2ccccn2)ccc1Cl,1,10%,15%,2%,2%,-18
O=C(CN1CCCCC1)Nc1ccc(S(=O)(=O)N2CCCCCC2)cc1,0,/,?,4%,?,-4
Nc1nc2n(n1)C(c1ccc(F)cc1)CC(c1ccc(F)cc1)N2 (configuration not stated),-8,-27%,6%,4%,13%,-15
NC(=O)COC(=O)c1ccccc1OCc1ccccc1,-3,?,5%,-2%,-17%,-16
COc1cc(/C=C2/SC(=S)N(Cc3ccccc3)C2=O)ccc1O,-1,?,-11%,-5%,?,35
CC1=C(C(=O)OCC2CCCO2)C(c2cccc(O)c2)NC(=O)N1 (configuration not stated),1,34%,18%,2%,14%,-1
CCOC(=O)C1CCCN(c2cc(=O)n(Cc3ccc(F)cc3)c(=O)[nH]2)C1 (configuration not stated),-2,5%,-23%,-6%,-2%,18
CCC(=O)Nc1ccnc(-c2cccnc2)n1,-2,0%,17%,3%,14%,-11
COc1cc2[nH]c(-c3ccc(C)cc3)cc(=O)c2cc1OC,29*,?,-1%[8.37 µM],-6%[89.2 µM],-26%,+!
COC(=O)c1c(C)[nH]c(O)c1C=Nc1ccc(Oc2ccccc2)cc1,13,16%,-8%,-26%,48%[activator],40
CCCCN(C)C(=O)c1cc2cc([N+](=O)[O-])cc(OC)c2oc1=O,12,-15%,22%,0%,10%,-11
c1csc(Cn2nnnc2CN2CCN(c3nc4ccccc4s3)CC2)c1,-2,-2%,?,5%,-4%,-13
CC(=O)OCC12COC3c4ccccc4OC(C)(CC1C)C3C2C (configuration not stated),-13,?,20%,1%,?,-13
Cc1oc2ccc(OCC(N)=O)cc2c1C(=O)OC(C)C,1,?,?,3%,9%,-3
COc1ccc(F)c(CN2CCC(n3nccc3NC(=O)CCCc3ccccc3)CC2)c1,1,-16%,?,/,-8%,-3

# A second format for 2 compounds above:
molecule | Cycloheximide cs | Pf growth 96h | HCV inh | FBPA Giardia inh | Pf growth 48h | Shiga toxin inh
CCN(c1ccccc1)S(=O)(=O)c1cc(C(=O)Nc2ccc(Br)cc2)ccc1F | 14* | ? | 2.8µM*! | -6% | ? | 65*
O=C(CN1CCCCC1)Nc1ccc(S(=O)(=O)N2CCCCCC2)cc1 | 0 | / | ? | 4% | ? | -4

# Remaining list, next part.
SMILES,Cycloheximide cs,Pf growth 96h,HCV inh,FBPA Giardia inh,Pf growth 48h,Shiga toxin inh
O=C(CSc1nnc(Cc2ccccc2)o1)c1ccc2c(c1)OCO2,/,8%,-6%,/,-24%,/
CCCOC(=O)NC(CC)COC(=O)Nc1cccc(C)c1C (configuration not stated),7,9.3µM*,?,0%,6%,25
Cc1cc([N+](=O)[O-])nn1Cc1noc(C(=O)NCCCn2ccnc2)n1,-6,57%[activator],13%,-9%,16%,-2
Cn1cc(C(=O)Nc2ccc(F)c(Cl)c2)cn1,10,2%,-10%,-9%,35%[activator],43
O=C(COc1ncnc2sccc12)N1CCN(C(=O)c2ccco2)CC1,-3,1%,6%,-10%,13%,-12
CCC(=O)NCCc1nc2cc(NC(=O)c3ccc(Cl)cc3)ccc2n1C,52*,312%[activator],4%,1%,186%[activator],64*
N/C(=N\OC(=O)c1cccc(F)c1)c1cccc([N+](=O)[O-])c1,18*,-17%,14%,-4%,24%,31*
COc1ccc(CNC(=O)C2CCN(S(=O)(=O)c3ccc4c(c3)NC(=O)CO4)CC2)cc1,6,7%,-2%,/,-8%,-1
COc1ccc(NC(=O)Nc2cc(C(=O)O)ccc2N2CC3CC(C2)c2cccc(=O)n2C3)c(OC)c1 (configuration not stated),9,-24%,-1%,-10%,0%,13
CCOc1ccc(N2C(=O)/C(=C/c3ccccc3OCC(=O)OC)N(CC(=O)OC)C2=S)cc1,4,?,-7%,-3%,?,-13
CCN1CCN(Cc2ccc(NC(=O)c3cc(NC(=O)c4cc(-c5ccc(OC)cc5)n[nH]4)cc(OC)c3)cc2C(F)(F)F)CC1,2,0.093µM*,?,1%,0.12µM*,18
Cc1sc2ncnc(N3CCC(C(=O)NNC(=O)COc4ccc(Br)cc4)CC3)c2c1C,/,?,?,/,-9%,/
NS(=O)(=O)c1ccc(NC(=O)COc2ccc(S(=O)(=O)N3CCCC3)cc2)cc1,-5,37%[activator],9%,3%,-15%,-13
CCOc1ccccc1CNC(c1ccccc1)c1ccccc1,0,?,-16%,?,73%[activator],/
CCN(CC)S(=O)(=O)c1cc(NC(=O)C2CC(=O)N(Cc3ccccc3)C2)ccc1Cl (configuration not stated),/,?,11µM*,/,10µM*,/
COc1cccc(-c2cc(C(F)(F)F)n3ncc(C(=O)O)c3n2)c1,-2,14%,0%,0%,15%,-14
COC(=O)Cc1ccc(NC(=S)N2CCN(c3cc(Cl)ccc3C)CC2)cc1,-3,?,10µM*,-6%,-4%,10
Cc1ccc(NC(=O)Cc2nnc(SCC(=O)c3ccc(Br)cc3)n2C)cc1Cl,1,29%,/,4%,/,-7
CCC(=NCC1CCCO1)c1c(O)n(-c2ccc(OC)cc2)c(=O)[nH]c1=O (configuration not stated),-3,-14%,13%,3%,-5%,-2
CC(=O)c1ccc(S(=O)(=O)Nc2cccc(-c3cn4c(n3)SCC4)c2)cc1,14,?,-3%,1%,3%,12
N#Cc1c(SCc2cccc(Cl)c2)sc(C(=O)c2ccccc2)c1N,-1,?,?,-3%,/,23
C(=N\Nc1nc(N2CCCCCC2)nc(N2CCCCCC2)n1)/c1ccccc1,8,?,?,-4%,?,7
CC(C)N1CCc2c(sc(NC(=O)c3ccc(S(=O)(=O)N4CCCCC4C)cc3)c2C(N)=O)C1 (configuration not stated),-3,?,?,/,?,-8
CC(=O)c1c(C)oc2ccc(N(C(C)=O)S(=O)(=O)c3ccc(F)cc3C)cc12,2,10%,?,/,87%[activator],1
COc1ccccc1NC(=S)N1CCN(c2cccc(C)c2C)CC1,-3,?,?,-3%,?,1
CCOc1cc(N2CCOCC2)c(OCC)cc1NC(=O)c1ccc(OCc2c(C)noc2C)c(OC)c1,-2,?,?,-4%,?,-9
Cc1csc(NC(=O)CCSCCc2ccccn2)n1,-6,9.3µM*,3%,-3%,/,-6
CCOc1ccccc1NC(=S)NCC1CCCO1 (configuration not stated),-3,30%,-1%,-4%,7%,-5
CC(C)(C)OC(=O)NC(Cc1ccccc1)C(=O)NCCCC(=O)O (configuration not stated),-3,0%,20%,0%,34%[activator],3
COC(=O)NC(NC(=S)Nc1ccc([N+](=O)[O-])cc1)C(Cl)(Cl)Cl (configuration not stated),-3,-6%,?,-8%,12µM*,-5
N#CCCN1CCN(S(=O)(=O)c2ccc(S(=O)(=O)N3CCCCCC3)cc2)CC1,-3,170%[activator],7%,9%,3%,4
Cc1cc(C)c(S(=O)(=O)NCCc2ccccc2)c(C)c1,14,-1%,7%,-18%,-1%,-12
CCOc1cc(C(=S)N2CCOCC2)ccc1OS(=O)(=O)c1ccc(C)cc1,3,?,-25%,-2%,-20%,4
CCOC(=O)C(CC)n1cnc2c(nnn2-c2ccc(F)cc2)c1=O (configuration not stated),-3,26%,-1%,12%,5%,13
Cc1cc(NC(=O)COC(=O)CSc2nc3cc(Cl)ccc3n2Cc2ccccc2)no1,-1,45%[activator],8%,3%,-2%,-13
COc1ccc(C(=O)CN(C(=O)c2ccc(Cl)cc2)N2C(=O)c3ccccc3C2=O)cc1,-2,-5%,2%,-2%,-2%,-9
CCCn1c(NC(=O)CSCC(=O)Nc2cc(C)on2)nc2ccccc21,/,?,?,/,?,/
CC12CN3CC(C)(CN(C1)C3c1ccc([N+](=O)[O-])o1)C2 (configuration not stated),-2,-27%,-1%,-5%,10%,-7
Cc1ccc2nc3c(c(C(=O)OCC(=O)N(C)C4CCS(=O)(=O)C4)c2c1)CCCC3 (configuration not stated),0,?,?,-5%,-15%,-5
Fc1ccc(CCNCc2ccc(Br)cc2)cc1,-2,12%,3%,-4%,-11%,-10
